Source: PubChem BioAssay
Rac1 wt GTP bind: alters GTP binding to wildtype human Rac1 | P63000 | GST-Rac1 beads, fluorescent GTP binding, flow cytometry; actives lie on both sides; 0 = cold GTP competed, 100 = untreated | GTP binding activity (% of control), % at 10 µM | hit rate 0.27% among 190,000;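 active = GTP binding activity at least 20 points away from the 100% control level, either lower or higher; inconclusive = compound flagged as likely green fluorescent, judged across all proteins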
Bim-Bcl-W: inhibitors of Bim-Bcl-W interaction, human | inhibition, % at 10 µM | Q92843 | AID 952 | bead-based flow cytometry, Bim peptide-Bcl-W binding | hit rate 0.02% among 190,000;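 also: 0% = bound tracer without compound and 100% = peptide blocker; higher means less fluorescent Bim peptide bound to Bcl-W beads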
Target sequence (Q92843 whole entry, looked up): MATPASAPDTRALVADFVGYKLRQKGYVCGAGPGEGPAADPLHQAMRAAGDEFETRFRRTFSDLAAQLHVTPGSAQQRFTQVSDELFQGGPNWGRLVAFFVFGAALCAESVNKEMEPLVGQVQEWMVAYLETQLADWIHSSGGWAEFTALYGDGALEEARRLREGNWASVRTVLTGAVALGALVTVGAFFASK
Rac1 act GTP bind: modulators of GTP binding to human Rac1 activated mutant; P63000; GST-Rac1 activated beads, fluorescent GTP binding, flow cytometry; actives lie on both sides; 100% means binding = to untreated wells; percent activity (GTP binding), % at 10 µM; hit rate 0.11% among 190,000; AID 764;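 active = GTP binding at least 20 percentage points away from the 100% baseline, in either direction, so actives lie on both sides; inconclusive = Compound likely fluorescent itself, or too few beads counted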
Rab2 wt GTP: changes GTP binding to wildtype dog Rab2A, up or down; P61105; GST-Rab2 wt beads, Bodipy-GTP binding, flow cytometry; GTP binding activity, % at 10 µM; hit rate 0.19% among 190,000; AID 760;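 active = GTP binding activity at least 20 points away from 100%, either lowered or raised; inconclusive = signal likely due to the compound's own green fluorescence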;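 also: 0% = beads with excess unlabeled GTP and 100% = no-compound control corrected for plate trend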
Bim-Bfl-1: disrupts Bim binding to human Bfl-1; Q16548; Bead-based flow cytometry, Bim-Bfl-1 binding inhibition; inhibition, % at 10 µM; hit rate 0.12% among 190,000; AID 1008;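 also: 0% = wells without compound plus tracer and 100% = blocker peptide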
Bcl-B Bim block: disrupts Bim peptide binding to human Bcl-B; bead-based flow cytometry; inhibition, % at 10 µM; AID 951; hit rate 0.073% among 190,000; Q9HD36;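 also: 0% = tracer peptide without compound and 100% = reference inhibitor peptide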
Target sequence (Q9HD36 whole entry, looked up): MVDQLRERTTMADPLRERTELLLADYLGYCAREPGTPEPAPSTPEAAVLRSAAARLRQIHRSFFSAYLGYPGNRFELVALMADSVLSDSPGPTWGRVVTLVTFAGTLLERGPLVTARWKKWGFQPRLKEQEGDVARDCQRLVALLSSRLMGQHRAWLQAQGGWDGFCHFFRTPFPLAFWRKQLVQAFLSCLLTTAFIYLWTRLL
Rab7 wt GTP bind: alters GTP binding to wildtype dog Rab7 | GST-Rab7 beads, fluorescent GTP binding, flow cytometry; actives lie on both sides; untreated = 100%, excess cold GTP = 0% | GTP binding activity (percent of control), % at 10 µM | hit rate 0.055% among 190,000;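 active = fluorescent GTP binding to Rab7 beads changed by at least 20 points from the 100% baseline, either direction, mostly lower; inconclusive = compound itself probably fluorescent, or too few beads counted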;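 also: median green fluorescence of bound Bodipy-FL-GTP per Rab7 bead population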
Cdc42 wt: modulators (inhibitors or activators) of GTP binding to human Cdc42 wildtype. AID 761. percent activity (GTP binding), % at 10 µM. GST-Cdc42 beads, Bodipy-GTP binding, flow cytometry; actives lie on both sides. hit rate 0.2% among 190,000;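 active = percent activity GTP binding at least 20 points away from the 100% baseline, either down as inhibitor or up as activator; inconclusive = compound flagged as likely green fluorescent from well-wide comparison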;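 also: median bead fluorescence of bound Bodipy-FL-GTP at 100 nM; 0% = excess unlabeled GTP control and 100% = no compound control; below 100% means less GTP binding so inhibitor and above means activator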
Target sequence (P60953 whole entry, looked up): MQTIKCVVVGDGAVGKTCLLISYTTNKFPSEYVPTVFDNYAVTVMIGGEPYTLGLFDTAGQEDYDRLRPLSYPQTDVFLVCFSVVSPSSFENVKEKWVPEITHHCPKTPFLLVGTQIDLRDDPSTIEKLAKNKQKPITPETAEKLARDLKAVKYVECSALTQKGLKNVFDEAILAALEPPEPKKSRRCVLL
Bim-Bcl-2: disrupts Bim peptide binding to human Bcl-2 | P10415 | Bead-based flow cytometry, Bim peptide-Bcl-2 binding | inhibition, % at 10 µM | hit rate 0.06% among 190,000 | AID 950; in the data active = inhibition above about 40%; inconclusive = no clear call, values can overlap the other calls;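 also: 0% = no compound wells with probe peptide and 100% = reference peptide inhibitor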
Target sequence (P10415 whole entry, looked up): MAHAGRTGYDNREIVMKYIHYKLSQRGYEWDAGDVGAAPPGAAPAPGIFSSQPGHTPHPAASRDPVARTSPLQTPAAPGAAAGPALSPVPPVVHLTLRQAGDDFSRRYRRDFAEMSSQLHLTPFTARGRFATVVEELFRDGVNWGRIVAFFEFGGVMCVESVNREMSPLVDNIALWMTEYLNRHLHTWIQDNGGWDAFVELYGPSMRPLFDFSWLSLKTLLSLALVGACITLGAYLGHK
Bim-Bcl-XL: inhibitors of Bim-Bcl-XL interaction, human; Q07817; Bim peptide-Bcl-XL binding, bead flow cytometry, fluorescence; inhibition, % at 10 µM; hit rate 0.04% among 190,000; AID 1007
Target sequence (Q07817 whole entry, looked up): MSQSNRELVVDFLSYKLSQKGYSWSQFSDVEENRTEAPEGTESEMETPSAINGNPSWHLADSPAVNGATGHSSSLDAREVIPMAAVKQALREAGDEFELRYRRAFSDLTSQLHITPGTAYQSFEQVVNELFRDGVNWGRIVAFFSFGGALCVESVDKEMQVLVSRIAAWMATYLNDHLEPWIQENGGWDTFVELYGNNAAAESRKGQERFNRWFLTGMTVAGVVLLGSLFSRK
HRas wt GTP bind: changes GTP binding to wildtype human HRas; P01112; GST-Ras wt beads, Bodipy-FL-GTP binding, flow cytometry; actives lie on both sides; GTP binding activity, % at 10 µM; hit rate 0.14% among 190,000;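 active = GTP binding activity at least 20% away from the 100% baseline, either lowered as inhibitor or raised as activator; inconclusive = flagged as likely green fluorescent, judged across all proteins in the well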;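 also: 0% = unlabeled GTP competition control and 100% = no-compound control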
* hit, by the source's call; ? = inconclusive. Rule as the data show it, unless noted: active = inhibition above about 40%. Hits appear at their usual frequency; about 0.62% have a hit in one of these screens.

Start of the data: the first 2 records as a preview:
nr	canonical_smiles	Rac1 wt GTP bind	Bim-Bcl-W	Rac1 act GTP bind	Rab2 wt GTP	Bim-Bfl-1	Bcl-B Bim block	Rab7 wt GTP bind	Cdc42 wt	Bim-Bcl-2	Bim-Bcl-XL	HRas wt GTP bind
1	O=C(O)c1ccc2c(c1)-c1nc3ccccc3n1C2=O	97	4	92	97	-13	-2	104	99	-3	4	100
2	COc1cccc(NC(=O)CSc2nncn2-c2ccccn2)c1	101	0	97	98	-9	-6	99	101	-6	-8	100

This part in full, repeating the preview:
nr	canonical_smiles	Rac1 wt GTP bind	Bim-Bcl-W	Rac1 act GTP bind	Rab2 wt GTP	Bim-Bfl-1	Bcl-B Bim block	Rab7 wt GTP bind	Cdc42 wt	Bim-Bcl-2	Bim-Bcl-XL	HRas wt GTP bind
1	O=C(O)c1ccc2c(c1)-c1nc3ccccc3n1C2=O	97	4	92	97	-13	-2	104	99	-3	4	100
2	COc1cccc(NC(=O)CSc2nncn2-c2ccccn2)c1	101	0	97	98	-9	-6	99	101	-6	-8	100
3	CCC(C)NC(=S)Nc1ccc2nc(N3CCN(CC)CC3)cc(C)c2c1 (stereo not given)	93	-4	93	98	5	0	102	95	1	-3	96
4	O=C(CN1CCC(C(=O)c2cccc(F)c2)CC1)NCc1cccs1	99	1	99	99	-27	-1	101	99	-7	0	97
5	O=C(/C=C/c1cccs1)c1ccc(N2CCOCC2)cc1	91	2	94	94	7	-14	100	95	2	0	94
6	Cc1ccc(C)c(-n2c(CNC(=O)c3ccco3)nnc2SCC(=O)N2CCc3ccccc32)c1	109	-1	101	100	0	0	98	106	-3	0	101
7	O=C(N/N=C/c1ccc([N+](=O)[O-])o1)c1cc(-c2cccc(Br)c2)nc2ccccc12	103	0	99	97	1	-1	100	101	0	0	99
8	CCn1c(=O)c2c(nc3n2CC(C)CN3CCc2ccccc2)n(C)c1=O (stereo not given)	104	1	101	102	-5	0	99	105	0	2	102
9	COc1ccccc1NC(=S)NC(=O)c1ccc(-c2ccc(Cl)cc2)o1	103	0	97	102	-1	-2	98	101	1	0	100
10	O=C(NC1CCCCC1)c1sc(N2CCOCC2)nc1-c1ccccc1	102	-2	100	100	-16	-8	97	100	-11	-8	103
11	COc1ccccc1NC(=O)CSc1nc2ccccc2cc1Cc1ccccc1	103	-3	97	98	-4	-5	100	98	-5	-3	101
12	OCCN1CCN(CC(O)C(F)(F)F)CC1 (stereo not given)	113	0	97	101	-5	-2	95	100	-3	-1	103
13	O=C(N/N=C/c1cccc(F)c1)NC1CCCCC1	100	-4	100	99	-9	-7	98	101	-10	-6	98
14	Oc1ccc(NC(=S)N=Nc2c(O)[nH]c3ccc(Br)cc23)cc1	79*	0	90	79*	-1	4	92	79*	1	2	80
15	Cc1ccc(CCN2C(=O)CCC2(C)C(=O)NCc2cccnc2)cc1 (stereo not given)	99	0	97	95	-11	-7	95	98	-6	-3	97
16	COc1cccc(-n2nc(-c3ccnn3-c3ccccc3)c(=O)n(C)c2=O)c1	101	-5	99	98	1	-1	96	99	4	-1	96
17	Cc1ccc(-n2c(C3CC3c3ccc(Cl)cc3)n[nH]c2=S)cc1 (stereo not given)	107	-2	100	98	1	-20	97	105	-5	-7	101
18	CCOc1nc(Nc2ccc(OC)c(Cl)c2)nc(N2CCN(c3ccc(OC)cc3)CC2)n1	102	4	97	98	-9	-9	98	96	-9	-13	99
19	O=C(COc1ccc(S(=O)(=O)N2CCCC2)cc1)Nc1ccc2c(c1)OCCO2	102	-4	97	99	-16	-6	105	96	-6	-3	100
20	COc1ccc(S(=O)(=O)Nc2cccc(N(C)S(C)(=O)=O)c2)cc1C	100	-4	98	97	-16	-8	101	97	-12	-10	97
21	COc1ccc(N(CC(=O)Nc2cc(OC)ccc2OC)S(C)(=O)=O)cc1	102	0	102	100	-7	-10	102	102	-9	-1	101
22	O=C(CSc1nc(-c2ccco2)cc(C(F)(F)F)n1)Nc1ccc2c(c1)CCC2	93	-1	92	93	-8	-8	93	93	-4	2	93
23	O=C(Nc1cccnc1)c1cc(F)cc(F)c1	107	-2	103	104	0	-1	104	106	-1	-1	106
24	COc1cc(OC)cc(C(=O)NCc2nc(-c3ccccc3)no2)c1	105	-3	99	102	0	-2	98	104	-1	-3	102
25	COc1ccc(-c2nnc(SCC(=O)Nc3cc(C)on3)o2)cc1	99	0	96	94	2	0	94	96	0	0	95
26	CC1=CC(=O)C=C(C)C1=NOc1ccccc1[N+](=O)[O-]	98	-6	95	95	8	-7	95	99	-5	-8	97
27	C/C=C/C(=O)OCC(=O)Nc1cc(OC)c([N+](=O)[O-])cc1C	99	0	95	98	-5	-1	109	98	-4	0	100
28	CCn1cc(C(=O)N2CCOCC2)c(=O)c2cc(S(=O)(=O)N(C)C)ccc21	107	0	100	101	-9	-6	104	104	-5	-3	103
29	C/C(=N\NC(=O)c1ccc(Cn2cc([N+](=O)[O-])cn2)o1)c1cccc(NC(=O)C(C)C)c1	103	-1	102	97	3	-13	100	99	-3	-4	101
30	Cc1c(Cc2ccccc2)c(=O)oc2cc(OCC(=O)c3ccccc3)ccc12	99	-5	100	101	-20	-8	101	99	-3	-4	100
31	O=C(COC(=O)c1ccc(Cl)c(S(=O)(=O)N2CCCCC2)c1)NCC1CCCO1 (stereo not given)	96	-2	93	95	6	5	96	94	0	0	94
32	COc1ccccc1OCC(=O)NNC(=O)Nc1ccc(Cl)cc1	98	-1	96	99	-4	-4	101	102	0	0	100
33	O=C(NC(CSSCC(NC(=O)c1ccccc1)C(=O)O)C(=O)O)c1ccccc1 (stereo not given)	99	2	97	99	0	-1	99	98	0	1	98
34	CS(=O)(=O)N1CCC(C(=O)N2CCN(c3ccccc3)CC2)CC1	101	-5	96	103	-5	-4	109	100	-6	-2	102
35	Cc1cc(C)nc(N2CCC(C(=O)NCCc3ccc(F)cc3)CC2)n1	101	2	98	98	-13	-5	97	99	-6	-2	98
36	CCC1CCCCN1C(=O)CSc1nnc(-c2ccc(Cl)s2)o1 (stereo not given)	106	0	99	103	-18	-9	100	104	-15	-5	102
37	CC1CCN(CC(O)COc2ccc(F)cc2)CC1 (stereo not given)	108	0	100	100	-12	-1	99	103	-3	-3	99
38	Cc1cc(C)nc(NS(=O)(=O)c2ccc(N3Cc4ccccc4C3=O)cc2)n1	100	1	96	98	0	-1	102	98	1	-6	99
39	Cc1ccc2cc(CN(CC3CCCO3)S(=O)(=O)c3ccccc3)c3nnnn3c2c1 (stereo not given)	106	6	99	101	6	7	102	100	15	4	102
40	O=C(NCc1ccccn1)C1CCN(S(=O)(=O)c2ccccc2)CC1	100	0	98	99	-10	-7	102	99	-8	-7	99
41	COc1ccc(CNC(=O)COC(=O)c2c[nH]c(=O)[nH]c2=O)cc1OC	103	1	102	100	-16	-11	99	100	-10	-7	101
42	CCn1cc(C(=O)NCc2ccco2)c(=O)c2cc(S(=O)(=O)N3CCC(C)CC3)ccc21	96	0	95	93	-12	-6	95	95	-7	5	96
43	O=C(CC1SC(=Nc2ccc(OC(F)F)cc2)N(CCN2CCOCC2)C1=O)Nc1ccc(F)cc1F (stereo not given)	99	0	95	98	-3	0	106	93	0	-1	96
44	COc1ccc(C(CNC(=O)c2ccc3c(c2)C(=O)N(CCC(C)C)C3=O)N2CCOCC2)cc1 (stereo not given)	107	0	100	100	-17	-12	103	103	-15	-11	101
45	O=C(Nc1nc(-c2ccccc2)nc2ccccc12)c1ccc(F)cc1	100	-1	94	101	-5	-5	95	98	-4	0	99
46	Cc1noc(NS(=O)(=O)c2ccc(N/C=C\C(=O)c3ccc(F)cc3)cc2)c1C	91	-2	89	94	-4	-2	102	88	0	-2	94
47	CCOC(=O)c1c(NC(=O)C(=O)N/N=C/c2ccccc2O)sc2c1CCCCC2	98	-3	99	96	-15	-5	102	93	-14	-8	96
48	Cc1cc(=O)c2c(O)c(O)ccc2o1	105	-3	101	103	-9	-6	101	103	-2	0	102
49	C=CCn1c(SCC)nc(O)cc1=O	102	4	98	98	-10	-3	99	100	-6	-17	101
50	CCOc1ccc(NC(=O)Cn2nnc(C(=O)NCc3ccccc3OC)c2N)cc1	104	3	98	100	-14	-6	101	101	-3	-8	102

Remaining list, next part
nr	canonical_smiles	Rac1 wt GTP bind	Bim-Bcl-W	Rac1 act GTP bind	Rab2 wt GTP	Bim-Bfl-1	Bcl-B Bim block	Rab7 wt GTP bind	Cdc42 wt	Bim-Bcl-2	Bim-Bcl-XL	HRas wt GTP bind
51	O=C(CSc1nc2ccccc2c(=O)n1-c1ccc(Cl)cc1)c1ccco1	100	-1	98	98	-8	-2	96	101	-5	-1	100
52	O=C(c1ccc(COCC(F)(F)F)o1)N1CCCCCC1	106	-4	104	108	-1	-3	103	108	-6	-1	108
53	CCOC(=O)c1nnc(-c2ccc(C)cc2)nc1Oc1ccccc1Cl	97	-6	91	97	-7	-14	96	95	-12	-11	98
54	CN1CCN(C(=S)C(=O)Nc2ccccc2)CC1	104	-3	97	100	-9	-10	104	103	-7	-5	105
55	CCc1ccccc1NC(=O)c1cnc2scc(C)n2c1=O	106	2	101	103	-4	-7	102	102	-5	-4	102
56	Cc1ccc(C(C(=O)NC2CCCC2)N(Cc2ccc3c(c2)OCO3)C(=O)Cc2cccs2)cc1 (stereo not given)	100	-3	97	97	3	-8	93	98	11	-8	97
57	Cc1ccc(-c2noc(CCC(=O)NCCN3CCN(Cc4ccccc4)CC3)n2)cc1	108	-3	97	101	-17	-8	102	107	-7	-10	101
58	O=C(CCCN1CCC(c2ccccc2)C1)c1ccc2c(c1)OCCO2 (stereo not given)	98	0	98	97	-11	-7	94	102	-10	-7	96
59	CCC(C)NC(=O)c1cc(OC)c(OC)c(OC)c1 (stereo not given)	99	0	97	98	-12	-8	99	96	-11	-12	98
60	Cc1nn(C)c(C)c1Nc1ccc(N2C(=O)C3CC=CCC3C2=O)cc1[N+](=O)[O-] (stereo not given)	91	-3	90	89	-2	-8	96	92	-2	-6	90
61	O=C(/C=C/c1ccccc1F)c1cccc([N+](=O)[O-])c1	105	-1	97	100	14	-6	101	98	0	-5	100
62	Cc1cc(N2CCN(C(=O)c3ccco3)CC2)n2nc(-c3cccc(F)c3)cc2n1	?	-1	?	?	-8	-5	?	?	-3	-5	?
63	CNC(=S)NNc1ccccc1[N+](=O)[O-]	99	-2	97	97	3	-21	96	96	-6	-2	97
64	O=C(c1ccc(F)cc1)n1ccc(-c2cnc(-c3ccccc3)s2)n1	102	1	100	102	-4	-6	100	101	-5	2	101
65	COCC(=O)N(Cc1nc2ccccc2c(=O)[nH]1)Cc1cccs1	100	2	97	99	-10	-6	99	98	-6	-9	98
66	COc1ccccc1C1CC(c2ccco2)=NN1S(C)(=O)=O (stereo not given)	97	-5	96	99	-13	-4	100	98	-9	-9	98
67	CCOC(=O)N1CCN(S(=O)(=O)c2cccs2)CC1	100	0	96	99	-15	-3	103	98	-6	-7	98
68	CC(C)(C)CNc1cc(N2CCCC2)ccc1[N+](=O)[O-]	96	3	94	98	-3	-5	93	97	-7	0	98
